Assay outcomes (PubChem)
PTHR1 agonist: PTHR1 (human) receptor agonism. Q03431. HEK293 GP2 PTHR1 cells, GloSensor cAMP luminescence, 1 h. Potency, µM (highest dose often 115 µM), for the others: at the highest dose activation, usual class: activators. 0.075% of 410,000 active; also: potency is read from the fitted curve at half-maximal effect; nearly all actives have a fitted effect of over 55% in size; some results filed as inactive show a strong effect at the top dose; inactives centre near -15; many of its hits are not listed in these tables
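HEK-293-derived GP2 cells expressing PTHR1 and a GloSensor cAMP reporter, 3,000/well, plated overnight, given luciferin plus IBMX (each 0.5 mM as added) for 1 h at 37 °C, then compound for 1 h at 37 °C. Luminescence was read after 15 min at room temperature.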
CCT modulator: modulators of cytosolic chaperonin (CCT/TRiC) activity. purified chaperonin ATPase assay, HTRF ADP detection, 30 min. activity change, % (no concentration beside the values), hits read low. 0.3% of 360,000 active; in the data active = activity change below about -30%; also: % is scaled to controls: 0 for no effect and ±100 for the full control effect
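Nucleotide hydrolysis assay: TRiC at 20–40 nM final (set by batch activity) with 10 uM ATP, 30 min at 37 °C, in presence of 76 uM compound. Detection by competitive ADP HTRF, 30 min ambient.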
EPAC2 ag: activates human EPAC2 exchange factor | Q8WZA2 | EPAC2 activation, biochemical qHTS; response scale: 100% = 6.5 mM cAMP response | Potency, µM (series often up to 154 µM), for the others: at the highest dose activation, hits mostly activators | 0.079% of 360,000 active | AID 720711; also: potency is read from the fitted curve at half-maximal effect; nearly all actives have a fitted effect of over 50% in size
Target sequence (Q8WZA2 whole entry, looked up): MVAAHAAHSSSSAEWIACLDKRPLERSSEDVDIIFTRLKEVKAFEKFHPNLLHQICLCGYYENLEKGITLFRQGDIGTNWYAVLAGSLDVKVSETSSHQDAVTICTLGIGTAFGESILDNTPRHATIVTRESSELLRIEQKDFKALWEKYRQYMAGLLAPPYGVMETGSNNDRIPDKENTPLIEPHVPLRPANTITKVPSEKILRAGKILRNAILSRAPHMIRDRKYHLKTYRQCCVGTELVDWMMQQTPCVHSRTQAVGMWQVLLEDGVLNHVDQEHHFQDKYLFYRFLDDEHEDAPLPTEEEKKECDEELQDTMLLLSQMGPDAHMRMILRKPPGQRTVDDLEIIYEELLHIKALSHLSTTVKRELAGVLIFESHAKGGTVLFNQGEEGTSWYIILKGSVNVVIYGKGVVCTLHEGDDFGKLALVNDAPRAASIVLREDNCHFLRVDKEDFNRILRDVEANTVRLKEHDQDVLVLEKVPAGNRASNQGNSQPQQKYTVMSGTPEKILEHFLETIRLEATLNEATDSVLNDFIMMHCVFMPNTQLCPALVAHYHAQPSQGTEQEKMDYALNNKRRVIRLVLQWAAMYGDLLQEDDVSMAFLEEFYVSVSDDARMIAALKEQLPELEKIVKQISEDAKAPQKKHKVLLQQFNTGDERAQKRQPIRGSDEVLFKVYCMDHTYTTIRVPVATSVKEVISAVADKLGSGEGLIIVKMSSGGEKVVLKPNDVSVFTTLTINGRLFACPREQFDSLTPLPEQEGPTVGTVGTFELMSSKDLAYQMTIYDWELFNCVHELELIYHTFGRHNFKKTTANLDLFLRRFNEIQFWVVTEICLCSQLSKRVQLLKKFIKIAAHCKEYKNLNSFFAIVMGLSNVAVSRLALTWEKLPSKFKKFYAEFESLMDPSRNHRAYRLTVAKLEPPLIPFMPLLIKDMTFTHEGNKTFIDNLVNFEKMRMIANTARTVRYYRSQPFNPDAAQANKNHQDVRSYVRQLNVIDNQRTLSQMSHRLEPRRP
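In this primary screen, activation is scored as increased exchange of BODIPY-GDP from Rap1B by 100 nM EPAC2, with 50 uM GDP as competitor. Signal is normalized to the 6.5 mM cAMP agonist control.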
Akt phos inh: inhibitors of Akt phosphorylation; 0.32% of 360,000 active; activity change, % for hits at 50 µM; Neuro2A IGF-stimulated pAkt S473 HTRF, 20 min; active compounds read low; AID 651550; in the data active = activity change below about -80%; inconclusive = mostly about -51% to -80%; also: % is scaled to controls: 0 for no effect and ±100 for the full control effect
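Neuro2A cells in DMEM with 0.5% FBS, overnight at 37 deg C, given compound at single 50 µM final, then IGF (6 nM final) for 20 min at 37 deg C. Lysed; phospho-Akt Ser473 by HTRF after 24 h, 665/615 ratio.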
EPAC2 antagonist: antagonists of human EPAC2 | EPAC2 GEF exchange of Rap1B-BODIPY-GDP, fluorescence | Q8WZA2 | Potency, µM (titrated, usually from 114 µM), inactives show at the top dose activity, negative = inhibition, most hits filed as inhibitors | 0.18% of 360,000 active; also: potency is read from the fitted curve at half-maximal effect; % is scaled to controls: 0 for no effect and ±100 for the full control effect; nearly all actives have a fitted effect of over 45% in size; many of its hits are not listed in these tables
DRD3 antagonist: antagonists of human D3 dopamine receptor; D3R cells, DiscoveRx beta-arrestin luminescence, antagonist mode; active compounds read low; 2.5% of 360,000 active; max response, negative = inhibition, %; P35462; AID 652054; in the data active = max response below about -50%; inconclusive = no clear call, values can overlap the other calls; also: % is scaled to controls: 0 for no effect and ±100 for the full control effect; mostly tested at two doses, the higher about 12 µM
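Cells plated overnight at 1500 cells/well, then exposed to library compounds with dopamine controls for 90 minutes at 37 degrees C. DiscoveRx reagent added for 30–60 minutes at room temperature; luminescence read, quantitative HTS format.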
MmCpn inh: M. maripaludis TRiC chaperonin inhibition; purified Mm-Cpn ATPase, ADP Transcreener TR-FRET; Potency, µM (doses to about 76.9 µM), for inactives: top-dose activity, negative = inhibition, usual class: inhibitors; 0.031% of 330,000 active; AID 504842; also: potency is read from the fitted curve at half-maximal effect; % is scaled to controls: 0 for no effect and ±100 for the full control effect; nearly all actives have a fitted effect of over 80% in size
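Eu-cryptate anti-ADP/ADP-d2 competition gives a ratio inversely related to ADP. Enzyme at 25 nM was pre-exposed to compound for 10 min, then given 10 uM ATP for 30 min, 37°C throughout.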
DRD3 agonist: D3 dopamine receptor (human) agonism; D3R DiscoveRx beta-arrestin cells, luminescence, 90 min; max activation, %; 0.58% of 410,000 active; AID 652048; in the data active = max activation above about 30%; also: 0% is about no effect; mostly tested at two doses, the higher about 12 µM
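Agonist-mode cell screen: cells plated at 1500/well and incubated overnight at 37 °C, then exposed to library compounds for 90 min at 37 °C. Detection reagent was added for 30–60 min at room temperature, and luminescence was read.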
* hit, by the source's call; i = inactive; ? = inconclusive; · = not tested or not shown; [ ] = dose if it differs, or a comment. Unless noted, calls follow the shape of the dose curve; as a rule, active = well fitted curve in the direction sought with a large enough effect; inconclusive = small, poorly fitted or top-dose-only effect, or another doubt; inactive = no such curve, though single readings can be large; an effect the other way counts as inactive or inconclusive. An excerpt; the hit share may differ from the screen's.

SMILES	PTHR1 agonist	CCT modulator	EPAC2 ag	Akt phos inh	EPAC2 antagonist	DRD3 antagonist	MmCpn inh	DRD3 agonist
O=[N+]1C2=C(CCCC2)N([O-])C12CCCC2	i	-1.8	5%	i	9%	15	-2%	-2
CC1(C)CC(NC(=O)c2cccc3ccccc23)CC(C)(C)N1	-24%	-2.4	3%	i	0%	12	2%	1
C=CCc1ccc(OCCCOc2ccc(C)cc2OC)c(OC)c1	i	0.4	14%	i	-6%	15	3%	3
Cc1ccc(C(=O)N2[C@@H]3CN(C)C(=O)[C@@]2(Cc2ccccc2)[C@H]2C(=O)N(C)C(=O)[C@@H]32)cc1	i	0.2	4%	i	0%	23	·	1
Cc1cc(C=NCCO)c(C)n1-c1cc(Cl)ccc1Cl	-1%	-0.2	-17%	i	-11%	-1	1%	3
Cc1cccc(C(=O)N2CCN(Cc3nc4sc5c(c4c(=O)[nH]3)CCCC5)CC2)c1	-21%	-1.1	5%	i	-6%	-4	-2%	0
COc1cc(N)c(Cc2nccc3cc(OC)c(OC)cc23)cc1OC	i	-0.7	6%	i	2%	11	-1%	5
C=CCn1nc2ccccc2c1OCCO	i	-2.1	5%	i	-17%	-8	-1%	1
O=C(CN1C2CCC1CC(NC(=O)NC1CCCCC1)C2)NC1CC1 (stereo not drawn)	i	-0.1	-3%	i	16%	-18	0%	-12
COCCCn1c(=N)c(C(=O)NCc2ccc3c(c2)OCO3)cc2c(=O)n3ccccc3nc21	i	1.3	-5%	i	3%[57.1 µM]	9	-1%	2
CCOC(=O)[C@H]1[C@H]2COc3ccc(Br)cc3[C@@H]2N2C(=O)CN(Cc3ccc(OC)cc3)C(=O)[C@@]12C	-22%	1.0	16%	i	-11%	24	-2%	-22
COc1cc(/C=C/C(=O)OCC(=O)Nc2ccccc2Sc2ccc(Cl)cc2)ccc1O	-33%[inhibitor]	-2.5	-1%	i	4%	15	-3%	-2
Cc1ccc(S(=O)(=O)CS(=O)(=O)c2ccc(C)cc2)cc1	i	-2.5	8%	i	9%	3	·	-8
OCC[C@H]1C[C@@H](O)[C@H](O)[C@]2(CCc3ccccc3O2)O1	i	-0.2	1%	i	-3%	23	0%	1
COC(=O)Cc1cn(-c2ncc(C(F)(F)F)cc2Cl)c2ccccc12	-4%	1.1	?	i	-5%	27	-1%	4
O=C(Nc1nc(-c2ccccc2)cs1)C1CCCCN1S(=O)(=O)c1ccc(Cl)cc1 (stereo not drawn)	-11%[57.5 µM]	-0.3	10%	i	-2%	-8	0%	-16
O=C(CSc1nnc(-c2cnccn2)n1Cc1ccco1)c1ccc(Cl)cc1	i	4.2	5%	i	10%	-63*	?	-9
COC(=O)c1ccc(/C=C2\CCn3c2nc2cc(C(=O)O)ccc2c3=O)cc1	-9%	0.7	-2%	i	2%	-14	-2%	7
O=C(CNC(=O)c1cccc(Br)c1)N/N=C/c1ccc2c(c1)OCO2	-1%	-4.0	9%	i	-3%	-17	2%	-1
CCOc1cc(/C=N/NC(=O)c2nnn(-c3nonc3N)c2C)ccc1OCc1ccc(C)cc1	-13%	0.8	2%	i	-11%	9	·	4
Cc1cc(=O)[nH]c(SCC(=O)Nc2ccc3c(c2)CCC3)c1C#N	-37%[inhibitor]	-0.2	4%	i	-2%	1	1%	5
Cc1nc2ccc(Br)cn2c1C(=O)N/N=C\c1ccc(C(C)C)cc1	i	-2.6	-8%	i	-3%	-3	1%	7
O=C(c1ccc(Cl)cc1)c1cnc2ccccn12	i	-0.4	1%	i	5%	18	0%	1
Cc1ccc(OCC(=O)N/N=C\c2cn(C)c3ccccc23)c([N+](=O)[O-])c1	-14%	-0.1	2%	i	-11%	-11	-2%	-8
Cc1cc(C(=O)OCC(=O)NCc2ccc(Cl)cc2Cl)c(C)o1	i	-2.0	7%	i	-6%	9	1%	-2
The results go on.
SMILES	PTHR1 agonist	CCT modulator	EPAC2 ag	Akt phos inh	EPAC2 antagonist	DRD3 antagonist	MmCpn inh	DRD3 agonist
O=C(CCCn1c(SCC(=O)c2ccc(O)c(O)c2)nc2ccccc2c1=O)NCC1CCCO1 (stereo not drawn)	-9%	-0.8	8%	i	1%	4	1%	20
COCC(=O)N1CCN(c2ccc([N+](=O)[O-])cc2)CC1	-10%	-0.4	4%	i	-1%	-14	1%	-4
CC1(c2ccccc2)CC(c2ccccc2)=Nc2ccccc2N1 (stereo not drawn)	-8%	0.0	3%	i	-19%	0	1%	-6
CN1C(=O)C(O)(CC(=O)c2cccc(-n3cccc3)c2)c2ccccc21 (stereo not drawn)	-14%	-1.2	12%	i	-1%	20	0%	-11
CN(C)S(=O)(=O)Oc1cccc(C(=O)Nc2ccc(Cl)cc2)c1	-32%[inhibitor]	2.0	9%	i	4%	-15	0%	2
CCN(CC)c1ccc(NC(=O)COc2ccc(C#N)cc2)cc1S(=O)(=O)Nc1ccc(OC)cc1	i	0.8	2%	i	2%	1	0%	-15
COc1ccc(CN2CCN(Cc3cc4ccccc4o3)CC2CCO)cc1C (stereo not drawn)	i	-1.1	-1%	i	-12%	-14	-1%	-16
CC(NC(=O)COC(=O)/C(=C/c1cccs1)c1cccs1)c1ccccc1 (stereo not drawn)	-49%[inhibitor]	-2.0	18%	i	-20%	15	-1%	1
Cc1ccc2c(c1)-c1c(cnn1CC(=O)N(Cc1ccco1)C1CCCCC1)CO2	-35%[inhibitor]	-1.4	8%	i	-18%	12	-1%	3
O=C(c1cc2c(s1)CCCC2)N1CCN(S(=O)(=O)c2ccccc2C(F)(F)F)CC1	-31%	-0.5	10%	i	-8%	2	-1%	-2
COc1ccc(S(=O)(=O)c2cnc3ccccc3n2)cc1	-5%	-2.9	2%	i	5%	1	0%	0
CC12CN3CC(C)(CN(C1)C3c1ccccc1F)C2 (stereo not drawn)	14%	0.3	4%	i	4%	-2	1%	5
CCS(=O)(=O)N1Cc2ccccc2CC1C(=O)Nc1cccc(S(=O)(=O)N(C)C)c1 (stereo not drawn)	i	-2.6	7%	i	3%	-7	-2%	1
CC12CCC(=O)N1C(C(=O)Nc1nc(-c3cc(F)ccc3F)cs1)CS2 (stereo not drawn)	-33%[inhibitor]	0.4	-2%	i	-2%	1	-2%	-4
O=C(NCc1cccnc1)NC1CCCN1S(=O)(=O)c1ccc(Cl)cc1 (stereo not drawn)	i	-1.9	13%	i	16%	-23	-8%	-3
Cc1cccc(NC(=O)CCNS(=O)(=O)c2cccc3nonc23)c1C	-7%	1.5	6%	i	2%	-1	2%	-1
O=C(CCSc1ccc(Cl)c(Cl)c1)NC12CC3CC(CC(C3)C1)C2	11%[57.5 µM]	-0.9	16%	i	-10%	-19	2%	-5
COc1nc(-c2ccccc2)ccc1-c1noc(-c2ccco2)n1	-8%[57.5 µM]	1.6	13%	i	14%	24	-2%	-1
COc1ccc(NC(=O)C=C(C)C)cc1Cl	-9%[57.5 µM]	1.7	9%	i	-2%	6	·	-10
O=C(Nc1ccc2c(c1)OCO2)C1CCN(S(=O)(=O)c2cccs2)CC1	i	-2.8	11%	i	-6%	-9	1%	13
COc1ccc(-c2noc(-c3ccc(C)cc3)n2)cc1	-17%[57.5 µM]	-0.5	6%	i	8%	44	-1%	4
CS(=O)(=O)N1CCN=C1SCc1ccccc1	i	1.8	0%	·	4%	1	1%	-2
Cc1c(C(=O)Nc2cccc(Cl)c2)cn2c(nc3ccccc32)c1C#N	-1%	3.9	-1%	i	-4%	-28	1%	0
COCC(C)n1c(SCC(=O)Nc2oc(C)c3c(C)n[nH]c(=O)c23)nc2ccccc2c1=O (stereo not drawn)	-44%	0.3	-2%	i	6%	25	-1%	4
CCOC(=O)N1CCN(C(=O)c2ccc(SC)cc2OC)CC1	i	0.4	6%	i	-2%	3	0%	-3
(more compounds)
SMILES	PTHR1 agonist	CCT modulator	EPAC2 ag	Akt phos inh	EPAC2 antagonist	DRD3 antagonist	MmCpn inh	DRD3 agonist
O=C(Nc1nccs1)c1csc2c1CCCC2	-13%[57.5 µM]	0.3	1%	i	-2%	-6	-3%	1
O=[N+]([O-])c1ccc(NN=Cc2ccc3c(c2)OCO3)nc1	-39%[inhibitor]	1.3	1%	i	18%	-10	·	-7
CC1(C)CC(=O)C=C(Nc2ccc(Cl)cc2)C1	i	-0.1	0%	i	12%	3	0%	-1
COc1ccc(CCC(=O)N/N=C/c2ccc3c(c2)OCO3)cc1	-12%	0.5	6%	i	2%	11	·	14
CCOC(=O)[C@]12CCC=C1N(Cc1ccco1)C(=O)[C@H](CC(=O)N1CCCC1)C2	-8%	0.0	4%	i	9%	?	·	-11
O=C(Nc1ccc(F)c(Cl)c1)NC1CC1	?	-6.5	12%	i	8%	-16	3%	-8
CCCCC(=O)Nc1cc2nn(-c3ccc(OC)cc3)nc2cc1C	-7%[57.5 µM]	-2.6	8%	·	0%	-15	-3%	-1
CCOc1cccc(NC(=O)c2cnccc2C(F)(F)F)c1	i	-1.4	8%	i	7%	13	1%	5
O=S(=O)(c1ccc(F)cc1)N1CCN(Cc2nnc(-c3ccccc3)o2)CC1	i	-0.6	16%	i	6%	-2	1%	1
Cc1ccc2c(c1)c(C)c(C)n2CC(O)CN1CCOCC1 (stereo not drawn)	-15%	0.9	8%	i	17%	?	-2%	6
COc1ccccc1/C=C/CN1CCC(Oc2cc(C(=O)NC3CC3)ccc2OC)CC1	i	-34*	9%	i	3%	-77*	2%	-7
Cn1c(CCNC(=O)c2ccccc2)nc2cc(NC(=O)C3CCCCC3)ccc21	i	-4.3	-7%	i	6%	9	2%	11
Cc1ccccc1CNC(=O)c1ccccc1N(C)S(=O)(=O)c1ccccc1	-22%	3.3	7%	i	-27%	19	1%	0

Full records as entered above.
Shown for `CCOc1cccc(NC(=O)c2cnccc2C(F)(F)F)c1` = PTHR1 agonist: i; CCT modulator: -1.4; EPAC2 ag: 8%; Akt phos inh: i; EPAC2 antagonist: 7%; DRD3 antagonist: 13; MmCpn inh: 1%; DRD3 agonist: 5
Shown for `CCOC(=O)[C@]12CCC=C1N(Cc1ccco1)C(=O)[C@H](CC(=O)N1CCCC1)C2` = PTHR1 agonist: -8%; CCT modulator: 0.0; EPAC2 ag: 4%; Akt phos inh: i; EPAC2 antagonist: 9%; DRD3 antagonist: ?; MmCpn inh: ·; DRD3 agonist: -11
Shown for `COc1ccccc1/C=C/CN1CCC(Oc2cc(C(=O)NC3CC3)ccc2OC)CC1` = PTHR1 agonist: i; CCT modulator: -34*; EPAC2 ag: 9%; Akt phos inh: i; EPAC2 antagonist: 3%; DRD3 antagonist: -77*; MmCpn inh: 2%; DRD3 agonist: -7
